Rev-erbA mod = modulators of human Rev-erb alpha DNA binding; Rev-erbα–FITC-DNA binding, fluorescence polarization, 90 min; hit rate 0.79% among 370,000; activity, % at 10 µM;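 active = activity above about 14%, limit read from the data; passing the limit was not always enough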;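 also: 0% = DMSO wells with 35 nM protein and 100% = DMSO wells with 750 nM protein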
SMARCA2 activ = increases SMARCA2 function in MMTV reporter cells. MG213 cells, MMTV-luciferase reporter, dexamethasone, overnight. activation, % at 9.1 µM. hit rate 1% among 370,000. AID 652017; in the data active = activation above about 7.8%;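 also: 0% = vehicle wells and 100% = reference activator wells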
hcDAF12 agonist = activators of H. contortus DAF-12 nuclear receptor | hit rate 1.4% among 370,000 | activation, % at 6.8 µM | HEK293 hcDAF-12 lit1-tk-luc reporter, luminescence; 0% DMSO, 100% Δ7-dafachronic acid;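 active = activation above the mean of all tested compounds plus 3 SD, cut at about 5.5% in these data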;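 also: 100% = response to 3 µM Δ7-dafachronic acid high control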
ssDAF-12 act = activators of S. stercoralis DAF-12 nuclear receptor. HEK293 ssDAF-12/GRIP1 lit1-tk-luc reporter, luminescence; % of 3 µM dafachronic acid response. activation, % at 6.8 µM. hit rate 1% among 370,000. AID 652126;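 active = activation above the mean over all tested compounds plus 3 SD, cut at about 0.9% in these data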;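 also: 0% = DMSO-only wells and 100% = 3 µM delta7-dafachronic acid wells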
HGIII-sPLA2 inh = Inhibits HGIII-sPLA2 liposome hydrolysis, primary screen; QFRET BODIPY PC-A2 liposome hydrolysis, fluorescence; AID 743126; Q9NZ20; inhibition, % at 12.2 µM; hit rate 0.56% among 370,000;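 active = inhibition above mean plus 3 SD of compounds lying within the high and low control bounds, cut at about 19% in these data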;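 also: 0% = median of test compound wells and 100% = no enzyme DMSO wells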
DAX1 inh-1 = blocks DAX1 repression of SF-1 activated StAR promoter. HEK293T StAR-luciferase reporter, SF-1/DAX-1 repression relief. inhibition, % at 6.8 µM. hit rate 1.1% among 370,000. AID 652010;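 active = inhibition above the mean over all tested compounds plus 3 SD, cut at about 3.6% in these data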;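 also: 0% = DAX-1 cells with DMSO and 100% = cells lacking DAX-1 with DMSO; higher inhibition means more luminescence from relief of DAX-1 repression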
DAX1 inh-2 = inhibits human nuclear receptor DAX1; P51843; HEK293 Gal4-DAX1 luciferase reporter, luminescence; inhibition, % at 6.75 µM; hit rate 0.99% among 340,000; AID 504766;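 active = inhibition above the mean over all tested compounds plus 3 SD, cut at about 4.2% in these data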;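 also: 0% = DAX1-transfected cells with DMSO and 100% = empty-vector control cells with DMSO; inhibition shows as a rise in luminescence from relieved DAX1 repression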
hgDAF-12 ag = activates the H. glycines DAF-12 receptor ligand-binding domain; HEK293 GAL4-hgDAF12 UAS-luciferase reporter, agonist luminescence; normalized to butyrate control; activation, % at 6.8 µM; hit rate 1.8% among 370,000; AID 687014;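 active = activation above a cutoff set at the mean of all screened compounds plus 3 SD, cut at about 10% in these data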;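 also: 0% = DMSO wells and 100% = sodium butyrate wells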
PLCb3 inh = blocks human PLC-beta3 enzyme activity; Q01970; inhibition, % at 12.2 µM; hit rate 0.18% among 370,000; AID 720704; Purified PLC-beta3, fluorogenic substrate, fluorescence; in the data active = inhibition above about 11%;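 also: 0% = median of compound wells on plate and 100% = full blocker control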
Target sequence (Q01970 whole entry, looked up): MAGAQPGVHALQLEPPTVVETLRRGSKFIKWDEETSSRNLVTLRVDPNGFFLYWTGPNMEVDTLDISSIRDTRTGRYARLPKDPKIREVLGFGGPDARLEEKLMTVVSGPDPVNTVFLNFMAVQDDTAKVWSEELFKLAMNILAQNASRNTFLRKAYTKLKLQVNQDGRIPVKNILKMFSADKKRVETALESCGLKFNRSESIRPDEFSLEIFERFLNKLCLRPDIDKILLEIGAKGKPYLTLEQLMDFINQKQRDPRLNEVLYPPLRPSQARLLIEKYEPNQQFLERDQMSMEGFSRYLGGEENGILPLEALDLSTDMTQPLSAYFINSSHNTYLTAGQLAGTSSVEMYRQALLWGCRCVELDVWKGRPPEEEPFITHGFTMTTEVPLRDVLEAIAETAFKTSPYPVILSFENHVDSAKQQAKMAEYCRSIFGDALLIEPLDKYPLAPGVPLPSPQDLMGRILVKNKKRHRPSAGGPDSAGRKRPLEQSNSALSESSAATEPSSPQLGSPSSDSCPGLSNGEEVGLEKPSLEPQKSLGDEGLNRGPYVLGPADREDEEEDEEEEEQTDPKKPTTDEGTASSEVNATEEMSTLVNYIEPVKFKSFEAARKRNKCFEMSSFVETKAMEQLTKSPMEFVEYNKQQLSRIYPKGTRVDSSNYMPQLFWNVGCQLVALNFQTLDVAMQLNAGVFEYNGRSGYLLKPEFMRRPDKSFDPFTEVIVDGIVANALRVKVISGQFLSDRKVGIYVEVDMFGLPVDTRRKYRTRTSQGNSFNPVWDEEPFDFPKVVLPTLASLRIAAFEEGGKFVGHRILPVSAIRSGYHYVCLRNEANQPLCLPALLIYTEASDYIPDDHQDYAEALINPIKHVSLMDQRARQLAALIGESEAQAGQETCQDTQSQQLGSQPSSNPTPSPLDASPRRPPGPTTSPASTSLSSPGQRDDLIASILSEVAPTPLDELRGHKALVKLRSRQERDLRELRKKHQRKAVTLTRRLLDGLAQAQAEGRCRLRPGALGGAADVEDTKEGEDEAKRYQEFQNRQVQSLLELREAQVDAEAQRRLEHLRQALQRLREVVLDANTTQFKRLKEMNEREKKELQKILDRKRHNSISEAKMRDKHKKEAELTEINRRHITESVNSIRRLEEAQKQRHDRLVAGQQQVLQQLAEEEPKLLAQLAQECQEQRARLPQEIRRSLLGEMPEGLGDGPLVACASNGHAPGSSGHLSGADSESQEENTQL
PG9 binder = PG9 antibody binding by small molecule; hit rate 0.43% among 360,000; inhibition, % at 6.7 µM; TR-FRET gp120-PG9 antibody binding; in the data active = inhibition above about 8.5%
GAA850 FXN act = frataxin GAA850 promoter activation | HEK293 lucGAA850 FXN promoter luciferase reporter, 24 h; percent of 10 µM SAHA response | activation, % at 6 µM | hit rate 0.56% among 360,000;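 active = activation above the average of all compounds screened plus 3 SD, cutoff fixed separately per campaign, cut at about 7.5% in these data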;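 also: 0% = DMSO wells and 100% = 10 µM SAHA wells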
* marks the source's active call; other numbers are inactive results; i = inactive; . = no result given. No enrichment for hits, and some 7% of all compounds hit somewhere here.

SMILES	Rev-erbA mod	SMARCA2 activ	hcDAF12 agonist	ssDAF-12 act	HGIII-sPLA2 inh	DAX1 inh-1	DAX1 inh-2	hgDAF-12 ag	PLCb3 inh	PG9 binder	GAA850 FXN act
CCOCCCNC(=O)C(c1ccc(C)cc1)N(Cc1ccc2c(c1)OCO2)C(=O)CNC(C)=O (configuration not stated)	-2	-2	-1.7	-0.9	-6	-0.4	1.3	-0.9	0	-2.2	0.3
O=C1CC/C=C\C[C@@H](CC(=O)N(CCO)Cc2ccccc2)C(=O)N[C@H](Cc2ccccc2)CO1	1	-1	-0.3	-0.8	6	0.1	-0.5	-2.6	4	-0.2	-0.3
Cc1cccc(C(=O)Nc2ncc(CN3CCOCC3)s2)c1	3	0	3.2	-1.2	-3	1.0	0.2	2.1	2	-2.1	-2.0
CCOC(=O)C(CC)(CCC(=O)O)c1csc(Nc2ccc(C)cc2)n1 (configuration not stated)	-3	-2	-2.5	-1.5	-9	-0.7	-0.1	-0.6	3	-0.9	-0.1
CN(C)C=Nc1nonc1-c1ncn[nH]1	0	1	-1.2	-0.4	-3	-0.3	-0.2	4.3	1	-1.0	1.9
Cc1ccc(NC(=S)NCCc2ccccc2)c(C)c1	-5	2	1.1	-1.3	12	-0.7	0.5	1.1	8	-2.5	1.1
CC(C)c1ccc(N(CC(=O)NC2CCCCC2)C(=O)CCC(=O)Nc2ccccn2)cc1	1	0	0.6	-0.9	4	0.6	-0.7	-0.9	-3	-0.3	0.6
O=C(Cc1c(Cl)cccc1Cl)N1CCN(S(=O)(=O)c2cccs2)CC1	0	-1	0.8	-0.8	1	1.1	0.3	-0.1	-5	1.1	-2.1
Cc1ccc(S(=O)(=O)Nc2nc3ccccc3nc2NCc2ccco2)cc1	-3	8.7*	5.5	1.4*	-21	2.6	1.5	6.2	-67	-0.4	5.5
CCN(C(=O)COC(=O)c1ccc2ccccc2n1)c1c(N)n(Cc2ccccc2)c(=O)[nH]c1=O	-6	0	0.3	-0.3	-2	-0.1	0.5	1.4	0	2.2	-1.0
COc1ccc(S(=O)(=O)N(CCc2ccccc2)CC(=O)O)cc1OC	-1	-2	-1.5	-1.6	3	0.2	-0.3	-1.7	-1	0.5	2.9
C[C@@H]1COC(=O)CCC/C=C\C[C@@H](CC(=O)N(CCO)Cc2ccccc2)C(=O)N1	9	-6	1.2	-0.3	0	0.5	0.3	0.3	6	1.3	-1.1

An excerpt from above, reduced to DAX1 inh-2 and DAX1 inh-1.
smiles	DAX1 inh-2	DAX1 inh-1
CCOC(=O)C(CC)(CCC(=O)O)c1csc(Nc2ccc(C)cc2)n1 (configuration not stated)	-0.1	-0.7
CN(C)C=Nc1nonc1-c1ncn[nH]1	-0.2	-0.3
Cc1ccc(NC(=S)NCCc2ccccc2)c(C)c1	0.5	-0.7

New compounds follow:
SMILES	Rev-erbA mod	SMARCA2 activ	hcDAF12 agonist	ssDAF-12 act	HGIII-sPLA2 inh	DAX1 inh-1	DAX1 inh-2	hgDAF-12 ag	PLCb3 inh	PG9 binder	GAA850 FXN act
COc1cc2c(C#CCO)c(-c3ccc(C#N)cc3)oc(=O)c2cc1OC	-17	0	-1.1	-1.5	0	-0.1	1.9	2.3	-248	-1.4	-0.9
Cc1ccc(C(=O)NCC(=O)OC(C)C(=O)Nc2ccc(N(C)C)cc2)s1 (configuration not stated)	1	-1	-0.3	-1.1	4	-0.4	0.2	7.4	-6	-5.5	-0.8
CC(=O)c1cc2c(cc1NC(=O)C1CN(C(C)=O)c3ccccc3O1)OCO2 (configuration not stated)	8	-2	3.6	0.1	7	-0.9	-0.4	0.4	-16	-1.4	1.0
COC(=O)CSc1nnc(-c2ccccc2O)n1-c1ccc(C)cc1	-2	2	-2.0	-0.5	-5	0.5	0.6	-2.6	2	-0.8	-0.7
CCOc1ccc(/C=C2\SC(=S)N(CCC(=O)N(CCO)c3ccccc3)C2=O)cc1	-8	-7	-3.4	-1.7	-10	-0.7	-1.2	-6.9	-6	0.7	-3.8
Cc1[nH]c2ccccc2c1/C=N/NC(=O)C1CC1(c1ccccc1)c1ccccc1 (configuration not stated)	-5	-3	4.2	-1.1	7	-0.1	-0.1	-0.3	-17	-0.5	-0.5
O=C1CC(c2ccccc2)n2nc(NC(=O)c3cccnc3)nc2N1 (configuration not stated)	0	-1	-2.1	-0.9	9	0.8	.	-1.8	2	-0.1	.
O=C(NCCCCc1ccccc1)c1cccc(NC(=O)c2ccccc2)c1	-9	-3	-0.7	-1.7	-29	0.0	-0.8	-1.4	-2	0.8	0.8
CC(Sc1nnnn1C)C(=O)NC1CCCC1 (configuration not stated)	-8	1	-0.8	-0.7	4	-0.8	-0.2	0.3	4	0.7	-0.3
Cc1cc(-c2cc(-c3ccc(Cl)cc3)on2)nc(NCC2CC2)n1	-3	0	0.5	-1.1	0	-0.2	1.0	0.1	-1	0.1	0.8
COc1ccc(OCc2nc(N)nc(Nc3cccc(C)c3C)n2)cc1	1	0	0.0	-1.2	7	-0.1	0.9	1.1	0	1.0	0.8
O=C(Nc1ccc(-n2ccc(C(F)(F)F)n2)cc1)Nc1cccc(Cl)c1	4	-5	0.0	-0.8	-9	-0.5	0.1	2.4	-11	0.1	-1.4
CN(CC(=O)Nc1ccc(F)c(F)c1F)C(=O)CCc1nc2sc3c(c2c(=O)[nH]1)CCCC3	19*	5	0.8	-0.7	5	-1.0	0.5	0.0	-19	-0.1	0.2
CC1CCN(c2ccc(-c3cccc(NC(=O)C(F)(F)F)c3)nn2)CC1	1	-7	-0.1	-0.9	-1	-0.4	-6.2	-6.3	-20	-1.8	-9.9
Cn1c(N)c(C(=O)Nc2ccc(-c3ccccc3)cc2)sc1=S	10	-2	-3.6	-2.2	6	-0.4	0.2	0.6	-14	0.8	1.1
Cc1ccccc1-c1nc(-c2cccnc2)no1	1	2	6.1*	0.8	3	0.2	1.9	10*	-4	1.4	2.3
COC(=O)[C@]12C[C@H](CC(=O)N3CCC(c4ccccc4)CC3)C(=O)N(Cc3cccc4ccccc34)C1=C[C@H](COCc1ccccc1)O[C@@H]2C	2	-4	-4.3	-1.9	-3	-1.8	.	-0.4	-2	.	.
O=C(CCNS(=O)(=O)c1ccc(F)c(Cl)c1)NCc1ccccc1F	-2	1	-0.2	-1.1	-1	-0.4	-0.7	-2.1	-2	-0.3	-0.9
CCCOc1ccc(N2C(=O)CC(N3CCC(C(=O)OCC)CC3)C2=O)cc1 (configuration not stated)	-10	3	-1.9	-0.9	-2	-0.5	0.5	-0.2	1	-1.5	3.8
Nc1ccn([C@@H]2O[C@H](C(=O)N[C@H](Cc3ccccc3)C(=O)N3CCSC3)[C@@H](O)[C@H]2O)c(=O)n1	2	-3	0.4	-0.5	2	-0.5	.	-3.2	6	-1.5	.
CCN(CC)CCN(C(=O)c1ccc2c(c1)CCCC2)c1nc2ccc(C)cc2s1	0	-1	2.3	0.2	1	1.6	0.3	1.2	-13	0.0	0.0
COc1cccc(COC(=O)Nc2ccccc2)c1OC	3	0	2.1	-0.3	3	3.2	.	12*	4	0.7	.
O=C1NC(CCc2ccccc2)C(=O)N1Cc1ccccc1Cl (configuration not stated)	-1	-1	-1.0	-1.1	-7	0.3	-1.4	-0.9	4	-0.8	-0.8
COc1cc(OC)c(NC(=O)CS(=O)(=O)Cc2nc(-c3ccc(C)cc3)oc2C)cc1Cl	0	-1	-1.1	-0.7	11	0.3	1.0	-2.3	-2	-0.4	2.3

Brought forward from above: 3 entries; new compounds follow.
SMILES	Rev-erbA mod	SMARCA2 activ	hcDAF12 agonist	ssDAF-12 act	HGIII-sPLA2 inh	DAX1 inh-1	DAX1 inh-2	hgDAF-12 ag	PLCb3 inh	PG9 binder	GAA850 FXN act
COc1cccc(COC(=O)Nc2ccccc2)c1OC	3	0	2.1	-0.3	3	3.2	.	12*	4	0.7	.
O=C1NC(CCc2ccccc2)C(=O)N1Cc1ccccc1Cl (configuration not stated)	-1	-1	-1.0	-1.1	-7	0.3	-1.4	-0.9	4	-0.8	-0.8
COc1cc(OC)c(NC(=O)CS(=O)(=O)Cc2nc(-c3ccc(C)cc3)oc2C)cc1Cl	0	-1	-1.1	-0.7	11	0.3	1.0	-2.3	-2	-0.4	2.3
CCNC(=O)NC(=O)C(C)OC(=O)c1oc2ccccc2c1CSC1CCCCC1 (configuration not stated)	-8	-1	1.9	-1.3	-3	0.5	-1.7	-1.7	4	-1.2	-2.4
Cc1ccc(CNC(=O)C2CCN(c3nnc(N4CCCC4=O)s3)CC2)cc1	-3	-1	-1.6	-0.7	-4	-0.1	-0.2	-1.5	1	-2.0	-0.7
COc1cccc(NC(=O)CSc2nnc(Cc3ccc(OC)c(OC)c3)o2)c1	0	-1	-0.6	0.7	0	0.0	-0.6	3.8	-4	-0.3	0.2
CCN(C(=O)COC(=O)c1c(C)nn(-c2ccccc2)c1C)C1CCS(=O)(=O)C1 (configuration not stated)	3	3	1.0	-0.6	2	1.3	1.3	5.0	1	0.0	1.6
COC(=O)c1ccccc1NC(=O)c1c(Br)cnn1C	3	-2	0.9	-1.1	3	-0.1	0.7	1.8	-1	0.7	0.3
O=C1N=c2ccccc2=C1c1sc(=S)n(CC2CCCO2)c1O (configuration not stated)	4	2	0.2	-1.1	12	0.0	-0.6	-1.9	2	-1.2	0.1
Cc1cccn2c(=O)c3cc(C(=O)NC4CCS(=O)(=O)C4)n(Cc4ccccc4)c3nc12 (configuration not stated)	44*	2	-2.4	0.3	0	-0.1	0.4	-0.4	i	3.7	-1.9
CC(C)NC(=O)c1nc2c(nnn2Cc2cccc(Cl)c2)c(=O)[nH]1	3	-1	-2.8	-1.3	1	0.9	1.1	-3.1	-7	-0.2	0.4
CCOc1ccc(S(=O)(=O)N2CN3CCN(C3)C2)cc1	1	-3	-0.5	-0.6	15	0.4	-0.6	-3.0	-6	1.3	2.1

Source: PubChem
